# CCT chaperon mod: High-Throughput Screening for Modulators of Cytosolic Chaperonin Activity | purified chaperonin ATPase assay, HTRF ADP detection, 30 min | activity change, % (test concentration not listed), hits read low | 360,000 compounds, 0.3% hits; in the data active = activity change below about -30%; also: % is scaled to controls: 0 for no effect and ±100 for the full control effect
#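 We incubate TRiC, 40 or 20 nM final, with library compounds at 76 uM and 10 uM ATP for 30 min at 37 °C. ADP formed is detected with Transcreener HTRF reagents after 30 min at room temperature.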
# Nrf2 inh: Nrf2 qHTS screen for inhibitors; A549 ARE-Fluc reporter, luciferase luminescence, 18-24 h; 360,000 compounds, 2.1% hits; Potency, µM (highest dose often 46 µM), inactives show at the highest dose activity change, negative = inhibition, hits mostly inhibitors; also: potency is read from the fitted curve at half-maximal effect; % is scaled to controls: 0 for no effect and ±100 for the full control effect; nearly all actives have a fitted effect of over 60% in size
#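 A549 ARE_Fluc cells, 5000/well, 5% FBS OPTI-MEM; compounds in dose-response, 18-24 h at 37 °C/5% CO2; CellTiter-Fluor viability read (Ex 405/Em 525), then BugLite luciferase luminescence = Nrf2 activity.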
# A549 tox: Nrf2 qHTS screen for inhibitors: counterscreen for cytotoxicity; A549 ARE-Fluc cells, CellTiter-Fluor viability, 18-24 h; Potency, µM (titrated, usually from 46 µM), inactives show top-dose activity change, negative = cytotoxicity, most hits filed as inhibitors; 390,000 compounds, 0.16% hits; also: potency is read from the fitted curve at half-maximal effect; % is scaled to controls: 0 for no effect and ±100 for the full control effect
#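 Cytotoxicity counterscreen: CellTiter-Fluor fluorescence was measured in A549 ARE_Fluc cells after 18-24 h of compound exposure in a concentration series. The subsequent BugLite luminescent read reports ARE-luciferase activity.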
# Akt phos inh: HTS Assay for Inhibitors of Akt Phophorylation: Primary Screen; activity change, % for hits at 50 µM; Neuro2A IGF-stimulated pAkt S473 HTRF, 20 min; hits give low values; AID 651550, 2012; 360,000 compounds, 0.32% hits; in the data active = activity change below about -80%; inconclusive = mostly about -51% to -80%; also: % is scaled to controls: 0 for no effect and ±100 for the full control effect
#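 Neuro2A cells in DMEM with 0.5% FBS, overnight at 37 deg C, given compound at single 50 µM final, then IGF (6 nM final) for 20 min at 37 deg C. Lysed; phospho-Akt Ser473 by HTRF after 24 h, 665/615 ratio.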
# S2 tox: Viability Counterscreen for Primary qHTS for Inhibitors of ATXN expression. Potency, µM (highest dose often 56.7 µM), most hits filed as cytotoxic. 400,000 compounds, 0.49% hits. S2 cells (HEK-293 line with an ATXN2-luciferase reporter) viability, CellTiter-Fluor protease fluorescence, 24 h; also: potency is read from the fitted curve at half-maximal effect; nearly all actives have a fitted effect of over 40% in size
# MmCpn inh: Inhibitors of TCP-1 ring complex (TRiC) of Methanococcus maripaludis (MmCpn): qHTS; Chaperonin Mm-Cpn (Methanococcus maripaludis); purified Mm-Cpn ATPase, ADP Transcreener TR-FRET; Potency, µM (titrated, usually from 76.9 µM), without a hit: at the highest dose activity, negative = inhibition, actives largely listed as inhibitors; 330,000 compounds, 0.031% hits; AID 504842, 2011; also: potency is read from the fitted curve at half-maximal effect; % is scaled to controls: 0 for no effect and ±100 for the full control effect; nearly all actives have a fitted effect of over 80% in size
#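 Purified archaeal chaperonin (25 nM final) was preincubated with compound for 10 min at 37°C, then ATP (10 uM final) was added for 30 min at 37°C in Tris pH 7.4/KCl/MgCl2/DTT buffer. ADP was quantified by HTRF Transcreener TR-FRET.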
# TGFb SMAD3 inh: qHTS for Inhibitors of TGF-b; HepG2 CAGA-GFP TGF-b/SMAD3 reporter, GFP fluorescence, 18 h; TGF-beta stimulated, 500 pg/mL final; Potency, µM (doses to about 46.1 µM), without a hit: at the top dose activity, negative = inhibition, most hits filed as inhibitors; 410,000 compounds, 1.2% hits; AID 588855, 2011; also: potency is read from the fitted curve at half-maximal effect; % is scaled to controls: 0 for no effect and ±100 for the full control effect; nearly all actives have a fitted effect of over 65% in size
#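 Per well, imaged GFP fluorescence of HEPG2 CAGA-GFP cells gives the signal; cells get compound, then TGF-beta (500 pg/mL final), 18 h at 37 degrees C; %Activity versus -TGF-beta and +DMSO controls.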
# Nrf2 ARE act: qHTS of Nrf2 Activators; AREc32 ARE-luciferase reporter (MCF7-derived line), luminescence, 24 h; Potency, µM (series often up to 46.1 µM), without a hit: at the highest dose activation, usual class: activators; 410,000 compounds, 0.31% hits; AID 624171, 2012; also: potency is read from the fitted curve at half-maximal effect; % of control where 0% means no effect; nearly all actives have a fitted effect of over 65% in size
#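 Steps: seed AREc32_Fluc cells (1000/well, 5% FBS OPTI-MEM); incubate overnight at 37 deg C; add 23 nL compound; incubate 24 hr; add Steady-Glo; hold 30 min RT; read luminescence.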
# HepG2 viability: qHTS for Inhibitors of TGF-b: Cytotox Counterscreen. HepG2 CAGA-GFP viability, ATP luminescence, 18 h. 410,000 compounds, 0.76% hits. Potency, µM (titrated, usually from 46.1 µM), for inactives: top-dose activity change, negative = cytotoxicity, hits mostly cytotoxic; also: potency is read from the fitted curve at half-maximal effect; some results filed as inactive show a strong effect at the top dose
#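 CellTiter-Glo luminescence gave cytotoxicity after 18 hours at 37 degrees C. The cells were HepG2 CAGA-GFP in 1% FBS DMEM, stimulated with 500 pg/mL TGF-beta after compound addition. %Activity was normalised to no-cell wells (complete cell-killing) and DMSO (no toxicity), and curves were fitted and classified.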
# * hit, by the source's call; i = inactive; ? = inconclusive; · = not tested or not shown. Unless noted, calls follow the shape of the dose curve; as a rule, active = well fitted curve in the direction sought with a large enough effect; inconclusive = small, poorly fitted or top-dose-only effect, or another doubt; inactive = no such curve, though single readings can be large; an effect the other way counts as inactive or inconclusive.
# Each structure is followed by: MmCpn inh	A549 tox	Akt phos inh	Nrf2 inh	TGFb SMAD3 inh	HepG2 viability	CCT chaperon mod	Nrf2 ARE act	S2 tox
> N#Cc1cccc(-c2csc(C(O)c3ccco3)n2)c1 (stereo unspecified)
→ ·	·	·	·	-1%	-12%	-3.5	12%	i
> CCN(C[C@H]1N[C@@](Cc2ccccc2)(C(=O)OC)[C@H]2C(=O)N(C)C(=O)[C@@H]12)C(=O)c1ccc(C(C)(C)C)cc1
→ 0%	-3%	i	-11%	0%	-6%	0.9	-0.6%	?
> COc1ccccc1N1CCN(C(=O)Cn2nnc(-c3ccncc3)n2)CC1
→ 1%	-3%	i	4%	-28%	11%	1.5	-0.4%	i
> CCN(CC)C(=O)/C=C/c1ccccc1
→ -1%	-1%	i	?	8%	-1%	2.0	0.3%	i
> COc1ccc(CNC(=O)c2nc(Cn3nc(C)c(Br)c3C)no2)cc1OC
→ ·	-4%	·	-14%	-10%	-19%	·	0.1%	i
> O=C(NCc1ccncc1)C1CCN(S(=O)(=O)c2cc(Cl)ccc2Cl)CC1
→ -12%	-3%	i	-2%	-17%	-31%	1.5	0.4%	i
> CCCCc1nnc(SCC(=O)Nc2nccs2)n1C
→ 1%	-1%	i	6%	-1%	5%	-2.0	-0.6%	i
> COc1ccc(-n2nc(C(=O)NCc3ccc(F)cc3Cl)c3c4ccccc4n(C)c3c2=O)cc1Cl
→ ·	8%	·	7%	?	-12%	·	-0.3%	i
> Cc1cc(C)n(CC(C)NC(=O)c2cc(COc3c(F)cccc3F)on2)n1 (stereo unspecified)
→ 0%	12%	i	4%	8%	-2%	2.0	1.3%	i
> CCS(=O)(=O)N1CCCC(C(=O)NCc2ccccc2Cl)C1 (stereo unspecified)
→ -1%	2%	i	-4%	0%	0%	-0.2	-1.1%	?
> Cc1cccc(C)c1NC(=O)CN(C)CC(=O)c1c(N)n(Cc2ccccc2)c(=O)n(C)c1=O
→ 1%	-8%	i	-42%	6%	3%	0.9	-0.9%	i
> C=CCOc1ccc(/C=C2\SC(=S)N(N3CCOCC3)C2=O)cc1
→ 1%	-10%	i	9%	5%	-1%	-0.9	-0.2%	?
> COc1c(C=NNC(N)=O)c(OC)c(OC)c2c1CCO2
→ ·	-1%	i	25%	3%	11%	-0.9	3.2%	i
> COc1ccccc1N1CCN(c2nc(C)nc3c2oc2ccccc23)CC1
→ 0%	-5%	i	·	?	-52%	-1.8	-1.0%	?
> COc1ccc(/C=N/NC(=O)c2snnc2C)c(OC)c1OC
→ 0%	-2%	i	-28%	13%	-7%	1.9	0.3%	i
> CCCCCNCC(=O)Nc1cccc(C(=O)Nc2cccc(C(F)(F)F)c2)c1
→ -4%	?	i	21%	?	-29%	0.1	1.9%	·
> COc1ccc(N2CCN(C(=O)CN(C3CCCCC3)S(C)(=O)=O)CC2)cc1
→ 0%	-4%	i	-10%	14%	0%	-2.7	0.3%	i
> CC(C)(C)c1ccc(CC(=O)N2CCC2(C)C(=O)Nc2cccc3c2CCCC3)cc1 (stereo unspecified)
→ ·	·	i	·	?	-35%	-1.7	3.1%	?
> COC(=O)CN1C(=O)[C@H]2[C@@H](/C=C/c3ccccc3)N3C(=O)CN(CC4CC4)C(=O)[C@@]3(Cc3ccccc3)[C@H]2C1=O
→ 0%	3%	i	3%	6%	-16%	-2.2	-0.2%	i
> CN1C(C(=O)NCCc2cccs2)CC2Cn3c(nc4cc5ccccc5cc43)C21 (stereo unspecified)
→ -7%	6%	i	2%	?	-20%	0.1	-1.0%	?
> Cc1ccc(O)c(-c2cc(-c3cccc(F)c3)n[nH]2)c1
→ 1%	?	i	?	22µM*	-84%	2.0	?	i
> NC(=O)COc1ccc(C2c3c(oc4ccccc4c3=O)C(=O)N2CC2CCCO2)cc1 (stereo unspecified)
→ ·	9%	i	·	15%	-2%	1.0	-0.5%	i
> C/C(=N\OC(=O)c1ccc(Cl)cc1)c1nccs1
→ -4%	-3%	·	4%	-13%	0%	-1.8	-0.3%	·
> NC(=O)CC[C@@H]1NC(=O)[C@@H]2CCCN2C(=O)c2cc([N+](=O)[O-])cc(I)c2NCCC[C@@H](C(=O)NC(CC(=O)O)C(N)=O)NC1=O (stereo partly specified)
→ 0%	-30%	i	27%	4%	2%	-0.2	0.5%	?
> CC(C)Oc1ccc(Br)cc1/C=N\NC(N)=S
→ 1%	-18%	i	?	?	-18%	1.6	2.7%	i
> Cc1ccc(CNC(=O)c2ccc(N3CCC4(CC3)CC(c3ccccc3)=NO4)c(NC(=O)c3ccccc3)c2)cc1
→ -2%	0%	i	0%	-4%	3%	-1.8	0.5%	i
> Cc1ccc2c(c1)N(S(=O)(=O)c1cc(-c3cc(C)no3)ccc1C)CCO2
→ 1%	14%	i	8%	-27%	-46%	1.3	3.2%	i
> O=C1CCCCC1Sc1nnc(-c2ccc3c(c2)OCO3)o1 (stereo unspecified)
→ -2%	-1%	i	?	4%	-15%	-2.5	-1.9%	i
> COCCNC(=O)c1onc(CSc2ccccc2)c1C(=O)NCCOC
→ 1%	0%	i	1%	-2%	-5%	1.1	2.2%	i
> CCOC(=O)C1(Cc2cccc(Cl)c2)CCCN(C(=O)c2occc2C)C1 (stereo unspecified)
→ -3%	-4%	i	11%	-7%	-8%	-0.6	3.7%	i
> Cc1cccc(NC(=O)Cn2c(O)c(N=NC(=O)c3ccncc3)c3ccccc32)c1
→ 0%	0%	i	21%	4%	-1%	0.4	0.1%	i
> CCc1cccc(CC)c1NC(=O)CSc1nnc(CCC(=O)O)c(=O)[nH]1
→ -1%	-6%	i	-3%	-30%	-10%	-1.7	-0.6%	i
> COc1ccc(-c2cc(=O)c3cc(OC)c(OC)cc3[nH]2)cc1
→ 1%	8%	i	18%	-5%	7%	-1.8	-0.2%	i
> CCOc1ccc(Cl)cc1-c1cc(C(=O)NCCOC)[nH]n1
→ ·	·	i	·	21%	-9%	1.8	6.1%	i
> CCNC(=S)N(CCO)Cc1cc2cc3c(cc2[nH]c1=O)OCO3
→ -1%	3%	i	-10%	2%	-3%	-3.4	4.5%	i
> Cc1ccc(S(=O)OCC(=O)Nc2cc(Cl)ccc2N2CCOCC2)cc1 (stereo unspecified)
→ 1%	-4%	i	-7%	?	4%	1.9	-0.2%	i
> Nc1nnc(-c2ccc([N+](=O)[O-])o2)s1
→ ·	?	i	0%	?	-99%	1.5	3.0%	?
> CC(C)c1cc(=O)n2[nH]c(SCc3ccccc3Cl)nc2n1
→ 2%	1%	i	-17%	0%	6%	-0.5	1.7%	i
> CCOC(=O)N1CCN(c2nc(=S)n(-c3ccccc3)c(C)c2C(C)=O)CC1
→ -6%	-15%	i	·	3%	-2%	0.1	-0.2%	i
> Fc1ccc(-c2ccnc(=S)[nH]2)cc1
→ 2%	5%	i	-17%	-2%	-35%	-1.7	0.2%	i
> COc1ccc(N(CC(=O)NCc2cccs2)S(=O)(=O)c2cccc(C)c2)cc1
→ 1%	-1%	i	-5%	-33%	-7%	-0.5	-0.2%	i
> O=C(NC1CCOC1)c1cc(COc2cccc(C(F)(F)F)c2)on1 (stereo unspecified)
→ -2%	9%	i	10%	1%	4%	-0.4	0.4%	i
> COc1ccc(S(=O)(=O)NCC(=O)Nc2ccc(F)cc2)cc1
→ 0%	0%	i	-12%	24%	-1%	-1.4	-0.1%	i
> Cc1c(Cl)cccc1NC(=S)N(Cc1ccccc1)Cc1cccnc1
→ 2%	0%	i	-11%	-7%	-17%	1.3	0.2%	i
> Cc1ccccc1Oc1cccc(C(=O)/C(C#N)=C/N(C)C)c1
→ -3%	-11%	i	10%	2%	-2%	-2.1	0.1%	i
> O=c1oc2ccccc2c2c1SC(C(F)(F)F)C2 (stereo unspecified)
→ -14%	1%	i	5%	-21%	-16%	2.3	-0.7%	i
> CC(C)(C)N1C(=O)[C@H]2[C@@H](c3ccc(Br)cc3)N3C(=O)N(c4ccccc4)C(=O)[C@@]3(Cc3ccccc3)[C@H]2C1=O
→ -1%	5%	i	10%	2%	-2%	-0.1	-0.3%	i
> COc1ccc(-n2cc(-c3ccccc3)nc2SCC(=O)Nc2ccccc2)cc1Cl
→ ·	5%	·	·	-7%	8%	·	-0.6%	i
> COc1ccccc1CNC(=O)c1ccc(C)c(-n2cnc3cccnc32)c1
→ ·	2%	·	-20%	-13%	8%	·	-0.8%	·
> CN(CC(=O)NCCc1ccc(F)cc1)Cc1ccc(Br)cc1
→ 0%	1%	i	8%	-13%	-7%	-0.2	-0.9%	i
> COc1ccc(-c2nnc(C3CCN(S(=O)(=O)c4ccc(C)c(C)c4)CC3)o2)cc1
→ ·	0%	·	?	-23%	-2%	·	-0.3%	i
> CCOc1ccc(NC(=O)CSc2nc(N3CCOCC3)nc(N3CCOCC3)n2)cc1
→ -2%	-8%	i	6%	-27%	3%	1.3	-0.3%	?
> O=C(CSc1nccn1Cc1ccccc1)Nc1ccc2c(c1)OCO2
→ ·	1%	·	·	-28%	-19%	·	4.8%	·

# Entries listed above printed as active in TGFb SMAD3 inh.
compound,MmCpn inh,Akt phos inh,TGFb SMAD3 inh,CCT chaperon mod
Cc1ccc(O)c(-c2cc(-c3cccc(F)c3)n[nH]2)c1,1%,i,22µM*,2.0

# Compounds as they come. Share with any hit: about 4.4%.
